# Assay outcomes: PubChem BioAssay, Broad Institute
# CFTR F508del cor: F508del CFTR correction, initial screen, CFBE line, single point | hit rate 0.36% among 350,000 | activity (quench increase), % at 7.58 µM | AID 720511, 2013 | CFBE cells, YFP halide quenching; stimulated with forskolin plus potentiator P3; % fluorescence drop versus neutral controls;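 active = mean added fluorescence quench of at least 8% versus neutral control, with both replicates also reaching 8%; inconclusive = only one of the mean or replicate conditions met; inactive = mean below 8% and not both replicates reaching 8%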;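 note: cells transiently co-express mutant CFTR-F508del with the halide-sensitive YFP; corrector assay measuring rescue of mutant channel to the surface after 24 h compound exposure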
# ERp5 block: inhibitors of ERp5-driven insulin aggregation, primary screen, biochemical, turbidity, absorbance 650 nm, single point; Protein disulfide-isomerase A6 (Homo sapiens), Q15084; 90 min; inhibition, % at 9.99 µM; hit rate 0.05% among 350,000; AID 651711, 2012;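 active = mean replicate inhibition above about 25%, with every replicate also reaching it, limit read from the data, passing the limit was not always enough; inconclusive = only one of those two criteria met; inactive = neither criterion met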
# Target sequence (Q15084 whole entry, looked up): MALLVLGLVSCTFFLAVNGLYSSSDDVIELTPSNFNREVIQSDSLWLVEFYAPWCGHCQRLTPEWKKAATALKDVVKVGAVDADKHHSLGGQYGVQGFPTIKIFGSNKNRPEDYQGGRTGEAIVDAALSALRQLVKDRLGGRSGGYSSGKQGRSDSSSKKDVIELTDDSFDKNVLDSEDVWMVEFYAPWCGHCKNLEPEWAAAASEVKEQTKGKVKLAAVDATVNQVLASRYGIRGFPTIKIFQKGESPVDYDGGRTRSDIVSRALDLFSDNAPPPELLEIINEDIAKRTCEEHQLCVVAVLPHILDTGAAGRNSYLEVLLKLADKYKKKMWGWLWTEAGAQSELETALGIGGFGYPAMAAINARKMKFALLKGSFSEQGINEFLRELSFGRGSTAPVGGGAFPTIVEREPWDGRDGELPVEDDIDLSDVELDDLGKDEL
# miR122 inh: miR-122 Renilla sensor signal increase in Huh7, primary screen, miR-122 inhibitor project, cell-based, single point, plate reader. hit rate 0.3% among 340,000. AID 602342, 2012. Huh7 miR-122 Renilla luciferase sensor, 48 h; neutral wells = 0, positive control = 100. activation (reporter increase), % at 12.5 µM;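 active = mean replicate activation score at least 90 and every replicate individually at or above 90; inconclusive = only one of the two criteria met; inactive = neither criterion met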;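 note: higher luciferase means less miR-122 activity so hits act as miR-122 inhibitors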
# ERAP1 HTS inh: human ERAP1 aminopeptidase inhibitors, primary screen, biochemical, single point, plate reader; hit rate 0.15% among 340,000; recombinant ERAP1, Leu-AMC fluorescence, 60 min; inhibition, % at 10.7 µM;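 active = mean replicate inhibition of at least 30%, or all replicates individually reaching that 30% level; inactive = mean below 30% and not every replicate reaching it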;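 note: 0% = neutral control wells and 100% = L-leucinethiol positive control wells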
# Casp6 inh: human caspase-6 inhibitors, primary screen, biochemical, VEID-R110 fluorescence, single point, set 2 | purified caspase-6, Z-VEID-R110 cleavage fluorescence | AID 686996, 2013 | inhibition, % at 12.5 µM | P55212 | hit rate 0.53% among 350,000;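 active = mean inhibition across replicates at least about 35%, with every replicate also reaching that limit, limit read from the data; inconclusive = only one of the two criteria met; inactive = neither criterion met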;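 note: 0% = median of neutral control wells and 100% = no fluorescence left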
# Target sequence (P55212 24-179 limits assumed): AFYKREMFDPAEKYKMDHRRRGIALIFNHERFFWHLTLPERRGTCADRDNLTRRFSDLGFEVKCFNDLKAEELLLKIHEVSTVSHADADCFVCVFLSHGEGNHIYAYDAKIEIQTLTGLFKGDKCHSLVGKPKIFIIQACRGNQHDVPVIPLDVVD
# Target sequence (P55212 194-293 limits assumed): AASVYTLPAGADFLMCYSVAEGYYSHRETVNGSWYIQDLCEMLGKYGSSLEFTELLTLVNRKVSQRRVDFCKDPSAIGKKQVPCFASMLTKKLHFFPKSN
# SIRT5 inh: SIRT5 desuccinylase inhibitors, primary screen, biochemical, fluorescence imaging, single point, set 5; hit rate 1.1% among 330,000; inhibition, % at 15 µM; AID 652115, 2013; NAD-dependent protein deacylase sirtuin-5, mitochondrial (Homo sapiens), Q9NXA8; Purified SirT5, succinyl-peptide AMC, trypsin-coupled fluorescence; in the data active = inhibition above about 15%; inconclusive = no clear call, values can overlap the other calls
# Target sequence (Q9NXA8 whole entry, looked up): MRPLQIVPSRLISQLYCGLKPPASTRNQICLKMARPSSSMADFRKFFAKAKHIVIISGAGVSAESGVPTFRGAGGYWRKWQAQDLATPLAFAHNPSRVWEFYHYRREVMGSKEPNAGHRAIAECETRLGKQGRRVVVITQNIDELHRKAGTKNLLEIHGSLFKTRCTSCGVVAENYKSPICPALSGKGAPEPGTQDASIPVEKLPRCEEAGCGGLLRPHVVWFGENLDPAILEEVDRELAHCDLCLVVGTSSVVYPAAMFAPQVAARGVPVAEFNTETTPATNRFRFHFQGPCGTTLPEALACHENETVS
# DENV2 CPE: inhibitors of DENV2 cytopathic effect, primary screen, cell-based, plate reader, single concentration; DENV2-infected cells, cytopathic effect rescue; CPE inhibition, % at 9.99 µM; hit rate 1.7% among 350,000; in the data active = CPE inhibition above about 20%, passing the limit was not always enough; inconclusive = no clear call, values can overlap the other calls; tested in BHK-21 cells;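 note: 0% = median of neutral control wells and 100% = median of positive control wells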
# An asterisk follows results filed as active; ? = inconclusive; nt = not tested or not shown; & = joins results of further samples; [ ] = another dose, or the depositor's remark.
SMILES,CFTR F508del cor,ERp5 block,miR122 inh,ERAP1 HTS inh,Casp6 inh,SIRT5 inh,DENV2 CPE
CCc1ccccc1NC(=O)COc1ccc(C(=S)N2CCCC2)cc1,-3.6,5,nt,-4,-4,0,0
Cn1c(=O)oc2cc(S(=O)(=O)NCc3ccc(F)cc3)ccc21,0.6,1,nt,-3,-3,0,-3
CSc1nc(N)nc2c1ncn2CC(=O)NCCNc1ccc([N+](=O)[O-])cn1,6.9,-4,-5,nt,4,0,5
CCN1CCN(C(=S)Nc2cccc(C(F)(F)F)c2)CC1,-0.4,-2,15,3,0,0,14
Cc1cc(C)c2c(CC(=O)NN(C)C)coc2c1,0.8,-5,-6,4,-3,-5,0
COCC(=O)N1[C@H](CO)[C@H](c2ccc(-c3ccccc3)cc2)C12CN(C(C)=O)C2,1.6,2,nt,2,2,-1,-5
Cc1cc2c(OCC(O)CNCc3ccco3)cccc2[nH]1 (stereo not drawn),-1.3,-3,1,-5,-7,1,7
CN(C(=O)COC(=O)c1nc(Cl)c(Cl)c(Cl)c1Cl)C1CCS(=O)(=O)C1 (stereo not drawn),-0.6,1,nt,3,8,1,6
S=C(NNC(=S)Nc1ccc(Cl)cc1)NNc1ccccc1,-0.2,-1,nt,-1,-1,nt,3
N#CC(=C1SC=CS1)c1nc(-c2ccccc2)cs1,-0.2,7,-1,1,1,1,-2
COc1ccc(C(=O)NCCN=C2NS(=O)(=O)c3ccccc32)cc1,1.6,5,-7,-2,-1,1,-3
CCC(=O)N1[C@@H]2c3ccc(C4=CCCCC4)c(=O)n3C[C@@H]2[C@@H](CO)[C@@H]1C(=O)Nc1nccs1,-2.2,1,-2[16.7 µM],1,1,-9,-6
COc1ccc(-c2cc(C(=O)Nc3ccc(Br)cc3)no2)cc1,0.2,-1,nt,-4,-1,-1,3
COc1ccc(/C=C(\NC(=O)c2ccco2)C(=O)NC(Cc2ccccc2)C(=O)O)cc1 (stereo not drawn),-5.3,2,-3,-4,3,-4,-1
COc1ccc(-c2oc(=O)c3cc(OC)c(OC)cc3c2/C=C/c2ccc([N+](=O)[O-])cc2)cc1,1.2,8,-4,1,2,-7,nt
CC(C)[C@H](N)C(=O)N[C@H](C(=O)N1CCC2CCN(Cc3ccccc3)CC21)C(C)C (stereo partly drawn),-1.1,-7,nt,-5,18,nt,-4
C=CCN1C(=O)C(CC(=O)Nc2ccccc2)S/C1=N/c1nccs1 (stereo not drawn),-1.5,6,nt,5,1,0,1
C[C@H]1CN([C@@H](C)CO)C(=O)c2cc(NC(=O)Cc3cn(C)c4ccccc34)ccc2O[C@H]1CN(C)S(=O)(=O)c1ccccc1,3.1,4,-8[16.7 µM],-1,0,7,-10
COc1ccc(S(=O)(=O)Nc2ccc3c(c2)C(=O)N([C@@H](C)CO)C[C@H](C)[C@H](CN(C)Cc2ccccc2)OCCCC[C@@H](C)O3)cc1,-0.3,nt,-2[16.7 µM],nt,nt,nt,12
COc1ccc(C(=O)O/N=C(\N)c2ccc(Br)cc2)cc1,-0.6,3,-10,1,-1,-5,-1
C[C@H](CO)N1C[C@H](C)[C@@H](CN(C)C(=O)Nc2ccc3c(c2)OCO3)Oc2ccc(NS(=O)(=O)c3ccc(Cl)cc3)cc2C1=O,0.3,-2,0[16.7 µM],5,-3,1,14
CC(=O)N1CCN(c2ccc(NC(=O)c3ccccc3C)cc2)CC1,-2.1,1,-1,-1,-1,nt,-3
C[C@@H]1CN([C@@H](C)CO)C(=O)c2cc(NS(=O)(=O)c3cn(C)cn3)ccc2O[C@H]1CN(C)Cc1ccc2c(c1)OCO2,0.8,19,-6[16.7 µM],1,1,-18,1
Cc1ccsc1/C=N/NC(=O)CNC(=O)c1ccccc1,-3.5,-1,-4,1,4,2,-5
COCC#Cc1ccc2c(c1)O[C@H](CN(C)S(=O)(=O)c1ccc(C)cc1)[C@@H](C)CN([C@@H](C)CO)S2(=O)=O,-0.8,2,-3[16.7 µM],0,-3,9,-2
COC(=O)C1=CN(c2ccc(C)cc2)C(N)=C(C#N)C1c1ccccc1F (stereo not drawn),-0.6,-1,nt,-3,1,5,-1
COc1ccc([C@H]2CC(=O)C=C(c3cccc(Cl)c3)C2)cc1OC,0.9,4,-9,1,3,-1,-11
NC(=O)Cn1nnc(-c2ccc(NC(=O)c3ccc(F)cc3)cc2)n1,-1.2,1,nt,0,-1,-1,nt
COc1cc(C2/C(=C(\O)c3ccc4c(c3)CC(C)O4)C(=O)C(=O)N2CCCn2ccnc2)cc(OC)c1OC (stereo not drawn),-6.4,4,-3,-1,-55,1,-5
COc1cccc(CN2CC(C(=O)NCCC3=CCCCC3)CCC2=O)c1 (stereo not drawn),-0.5,-3,-2,-2,-5,-3,-4
CC1CC(=O)Nc2ccccc2N1S(=O)(=O)c1ccc(C(F)(F)F)cc1 (stereo not drawn),0.3,2,-2,-2,5,0,-8
COc1cccc(CNC(=O)c2cc3c(c(-c4cccc(-c5cccc(C#N)c5)c4)n2)[C@@H](CCO)N([S@](=O)C(C)(C)C)C3)c1,3.6,-5,nt,-6,-3,6,-2
COc1ccc(CNC(=O)COC(=O)CCn2c(C)csc2=O)cc1OC,-8.4,0,3,-2,2,-1,3
O=C(COC(=O)/C=C/c1cccc([N+](=O)[O-])c1)Nc1cccnc1Cl,1.0,4,nt,2,0,nt,6
Cc1ccc(NC(=O)COc2coc(CN3CCc4ccccc43)cc2=O)c(C)c1,-2.5,10,-9,-2,8,2,-9
O=C(N/C(=C/c1ccc(Br)cc1)C(=O)N1CCCC1)c1cccs1,0.9,1,nt,-1,3,0,?
C[C@H](CO)N1C[C@H](C)[C@H](CN(C)C(=O)NC2CCCCC2)Oc2ccc(NS(=O)(=O)c3cccs3)cc2CC1=O,2.2,1,4[16.7 µM],-2,2,-2,-3
COc1ccc(CN2CCC(C)CC2)cc1OCc1ccccc1,-3.1,3,nt,3,0,5,-8
C[C@H](CO)N1C[C@H](C)[C@@H](CN(C)Cc2ccc(C(=O)Nc3ccccc3N)cc2)Oc2c(NC(=O)Nc3ccc4c(c3)OCO4)cccc2C1=O,0.1,5,13[16.7 µM],2,8,3,-3
Cc1ccc(CN2CC(C(=O)NC3CCCC(C)C3C)CC2=O)cc1 (stereo not drawn),-0.5,-8,4,-4,1,-1,-2

# Limited to Casp6 inh and CFTR F508del cor, for some of the entries so far:
Structure | Casp6 inh | CFTR F508del cor
C[C@@H]1CN([C@@H](C)CO)C(=O)c2cc(NS(=O)(=O)c3cn(C)cn3)ccc2O[C@H]1CN(C)Cc1ccc2c(c1)OCO2 | 1 | 0.8
Cc1ccsc1/C=N/NC(=O)CNC(=O)c1ccccc1 | 4 | -3.5
COCC#Cc1ccc2c(c1)O[C@H](CN(C)S(=O)(=O)c1ccc(C)cc1)[C@@H](C)CN([C@@H](C)CO)S2(=O)=O | -3 | -0.8

# (next part)
SMILES,CFTR F508del cor,ERp5 block,miR122 inh,ERAP1 HTS inh,Casp6 inh,SIRT5 inh,DENV2 CPE
CC(C)CC#Cc1ccc2c(c1)O[C@@H](CN(C)Cc1ccc(F)cc1)[C@H](C)CN([C@H](C)CO)S2(=O)=O,-4.2,4,-6[16.7 µM],1,-1,4,-9
CCCNC(=O)c1ccc(Cn2cc(C(F)(F)F)ccc2=O)cc1,1.1,3,-2,0,-3,10,-3
COc1ccc(N2CCN(C(=O)[C@H](C)NC(=O)c3ccccc3Cl)CC2)cc1,1.7,4,0,0,4,-2,-8
Cc1nc(N2CCN(C(=O)c3ccco3)CC2)nc2c1C(=O)CCC2,-5.3,2,-6,1,2,-1,nt
CNC[C@H]1Oc2ccc(NC(=O)CCC(F)(F)F)cc2CC(=O)N([C@@H](C)CO)C[C@H]1C,-0.9,4,-5[16.7 µM],10,-3,2,-2
C[C@H](CO)N1C[C@H](C)[C@H](CN(C)Cc2ccncc2)Oc2ncc(/C=C/c3ccccc3)cc2C1=O,-2.8&1.7,2&-1,-5&-4[16.7 µM],1&2,-1&2,-8&-10,23*
COC(=O)C[C@@H]1C=C[C@@H](NC(=O)c2ccccc2)[C@@H](CO)O1,3.1,-2,nt,0,0,0,9
Cc1cccc(NC(=O)CSc2nc3ccccc3nc2N2CCCC2)c1C,-4.5,11,-4,-1,1,9,-11
Fc1ccc(N=C2NN=C(c3cc(F)ccc3F)CS2)cc1,2.4,0,nt,1,0,6,-17
CC(C)Cc1cc(C(=O)NCCN2CCOCC2)no1,-1.2,-2,0,-1,-1,-3,?
CCC(=O)Nc1nc(-c2ccc3c(c2)CC(C)N3S(C)(=O)=O)cs1 (stereo not drawn),-3.5,5,-6,-4,-2,-5,-3
O=c1oc2c(-c3ccc([N+](=O)[O-])cc3)cc(O)cc2s1,1.5,-3,0,3,8,-1,7
Cc1cccc(C)c1NC(=O)CN(C)C(=O)c1ccccc1Cc1ccccc1,-1.9,4,nt,1,-1,-5,-4
Cc1ccccc1C(=O)Nc1cc(-c2cc(C(C)(C)C)oc2C)nn1C,-0.3,1,nt,nt,-5,1,3
Cc1ccc(CN2C(=O)c3ccccc3C2c2nnnn2C(C)C)cc1 (stereo not drawn),-0.7,3,nt,nt,0,-6,-3
COc1ccc(C#Cc2ccc([C@H]3[C@H]4CN(S(=O)(=O)c5ccccc5)CCCCN4[C@H]3CO)cc2)cc1,-1.2,-2,6[16.7 µM],2,-3,6,-8
N#C[C@@H]1[C@H](c2ccc(C3=CCCC3)cc2)[C@H](CO)N1S(=O)(=O)c1cccc(F)c1,0.5,-2,nt,-4,-1,-2,5
Cc1nn(-c2ccc(F)cc2)c2nc(N)c(C#N)c(-c3ccc(O)c(O)c3)c12,4.4,5,3,3,6,0,-6
COc1ccc(S(=O)(=O)NCc2ccco2)c2ccccc12,3.6,-6,96*,0,1,-4,-3
CCOC(=O)C1=C(N)Oc2c(oc(CO)cc2=O)C1c1ccc(Cl)cc1 (stereo not drawn),4.1,1,nt,-4,7,-4,-5

# With a hit mark in miR122 inh, among the entries above:
SMILES,CFTR F508del cor,ERp5 block,miR122 inh,ERAP1 HTS inh,Casp6 inh,SIRT5 inh,DENV2 CPE
COc1ccc(S(=O)(=O)NCc2ccco2)c2ccccc12,3.6,-6,96*,0,1,-4,-3

# (next part)
SMILES,CFTR F508del cor,ERp5 block,miR122 inh,ERAP1 HTS inh,Casp6 inh,SIRT5 inh,DENV2 CPE
Cc1ccc(NC(=O)c2ccccc2F)cc1S(=O)(=O)N1CCCCCC1,1.6,3,nt,-5,-1,-1,0
Cc1c(C(=O)CN2CCCC(C)(C)C2)c2ccccc2n1C,0.8,-9,-3,7,2,-5,-3
O=C(NCc1ccccn1)[C@@H]1CCCN1C(=O)[C@@H]1CCCN1C(=O)c1ccccc1,3.6,1,nt,nt,3,2,-3
COc1ccc(-c2ccc3n(c2=O)C[C@@H]2[C@@H](CO)[C@H](C(=O)Nc4ccccc4)N(C)[C@H]32)cc1,3.1,-3,nt,3,1,-9,?
O=C(CSc1n[nH]c(-c2cccnc2)n1)Nc1ccccc1C(F)(F)F,2.7,-3,nt,1,nt,-3,0
C[C@@H]1CN([C@@H](C)CO)S(=O)(=O)c2ccc(-c3ccccc3)cc2O[C@H]1CN(C)Cc1cccnc1,-0.8,nt,-2[16.7 µM],nt,nt,nt,-7
COc1ccc(N2CCN(S(=O)(=O)c3ccc(OC)c(C(=O)N4CCOCC4)c3)CC2)cc1,1.9,2,nt,-4,1,-1,0
CCN(CC(=O)Nc1cc(Cl)ccc1C)C(=O)COc1ccccc1F,-0.3,3,nt,0,-3,-4,6
COC(=O)N/N=C/c1ccc(OC(=O)/C=C/c2ccco2)cc1,0.9,nt,0,-2,5,-3,1
C[C@@H]1CN([C@@H](C)CO)S(=O)(=O)c2ccc(C3=CCCC3)cc2O[C@H]1CN(C)C(=O)c1ccc(F)cc1,1.5,2,8[16.7 µM],-1,0,3,-1
O=C(Nc1ccc(C(=O)N2CCCC2)cc1)c1ccc2c(c1)OCO2,0.3,-6,-7,0,44*,1,-6

# The order is random. About 4% of those tested had a hit in this group.
